SMARCA2 act = activators of SMARCA2 function; MG213 cells, MMTV-luciferase reporter, dexamethasone, overnight; activation, % at 9.1 µM; 370,000 compounds, 1% hits; AID 652017; in the data active = activation above about 7.8%;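 also: 0% = vehicle wells and 100% = reference activator wells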
PG9 binder = PG9 antibody binding by small molecule; TR-FRET gp120-PG9 antibody binding; inhibition, % at 6.7 µM; 360,000 compounds, 0.43% hits; AID 624416; in the data active = inhibition above about 8.5%
DAX1 inh-1 = blocks DAX1 repression of SF-1 activated StAR promoter. HEK293T StAR-luciferase reporter, SF-1/DAX-1 repression relief. inhibition, % at 6.8 µM. 370,000 compounds, 1.1% hits. AID 652010;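 active = inhibition above the mean over all tested compounds plus 3 SD, cut at about 3.6% in these data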;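 also: 0% = DAX-1 cells with DMSO and 100% = cells lacking DAX-1 with DMSO; higher inhibition means more luminescence from relief of DAX-1 repression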
HGIII-sPLA2 inh = Blocks human group III sPLA2 activity | QFRET BODIPY PC-A2 liposome hydrolysis, fluorescence | Q9NZ20 | inhibition, % at 12.2 µM | 370,000 compounds, 0.56% hits;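 active = inhibition above mean plus 3 SD of compounds lying within the high and low control bounds, cut at about 19% in these data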;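 also: 0% = median of test compound wells and 100% = no enzyme DMSO wells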
ssDAF12 agonist = activators of S. stercoralis DAF-12 nuclear receptor; HEK293 ssDAF-12/GRIP1 lit1-tk-luc reporter, luminescence; % of 3 µM dafachronic acid response; activation, % at 6.8 µM; 370,000 compounds, 1% hits; AID 652126;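 active = activation above the mean over all tested compounds plus 3 SD, cut at about 0.9% in these data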;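 also: 0% = DMSO-only wells and 100% = 3 µM delta7-dafachronic acid wells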
DAX1 inh-2 = NR0B1 (DAX1) inhibition | P51843 | HEK293 Gal4-DAX1 luciferase reporter, luminescence | inhibition, % at 6.75 µM | 340,000 compounds, 0.99% hits | AID 504766;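 active = inhibition above the mean over all tested compounds plus 3 SD, cut at about 4.2% in these data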;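 also: 0% = DAX1-transfected cells with DMSO and 100% = empty-vector control cells with DMSO; inhibition shows as a rise in luminescence from relieved DAX1 repression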
Target sequence (P51843 207-470 limits assumed): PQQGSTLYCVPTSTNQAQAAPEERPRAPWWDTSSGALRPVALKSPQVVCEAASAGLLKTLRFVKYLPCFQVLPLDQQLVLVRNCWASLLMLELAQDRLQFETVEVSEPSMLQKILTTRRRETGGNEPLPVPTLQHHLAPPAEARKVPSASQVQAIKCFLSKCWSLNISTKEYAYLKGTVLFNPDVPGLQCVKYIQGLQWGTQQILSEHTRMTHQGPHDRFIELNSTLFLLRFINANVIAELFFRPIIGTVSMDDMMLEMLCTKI
hgDAF12 agonist = hgDAF-12 agonism, primary luciferase screen; activation, % at 6.8 µM; HEK293 GAL4-hgDAF12 UAS-luciferase reporter, agonist luminescence; normalized to butyrate control; 370,000 compounds, 1.8% hits; AID 687014;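 active = activation above a cutoff set at the mean of all screened compounds plus 3 SD, cut at about 10% in these data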;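 also: 0% = DMSO wells and 100% = sodium butyrate wells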
PLC-beta3 inh = blocks human PLC-beta3 enzyme activity; Q01970; Purified PLC-beta3, fluorogenic substrate, fluorescence; inhibition, % at 12.2 µM; 370,000 compounds, 0.18% hits; in the data active = inhibition above about 11%;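 also: 0% = median of compound wells on plate and 100% = full blocker control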
Rev-erbA mod = modulators of human Rev-erb alpha DNA binding. P20393. Rev-erbα–FITC-DNA binding, fluorescence polarization, 90 min. activity, % at 10 µM. 370,000 compounds, 0.79% hits. AID 1259318;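 active = activity above about 14%, limit read from the data; passing the limit was not always enough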;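 also: 0% = DMSO wells with 35 nM protein and 100% = DMSO wells with 750 nM protein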
Target sequence (P20393 whole entry, looked up): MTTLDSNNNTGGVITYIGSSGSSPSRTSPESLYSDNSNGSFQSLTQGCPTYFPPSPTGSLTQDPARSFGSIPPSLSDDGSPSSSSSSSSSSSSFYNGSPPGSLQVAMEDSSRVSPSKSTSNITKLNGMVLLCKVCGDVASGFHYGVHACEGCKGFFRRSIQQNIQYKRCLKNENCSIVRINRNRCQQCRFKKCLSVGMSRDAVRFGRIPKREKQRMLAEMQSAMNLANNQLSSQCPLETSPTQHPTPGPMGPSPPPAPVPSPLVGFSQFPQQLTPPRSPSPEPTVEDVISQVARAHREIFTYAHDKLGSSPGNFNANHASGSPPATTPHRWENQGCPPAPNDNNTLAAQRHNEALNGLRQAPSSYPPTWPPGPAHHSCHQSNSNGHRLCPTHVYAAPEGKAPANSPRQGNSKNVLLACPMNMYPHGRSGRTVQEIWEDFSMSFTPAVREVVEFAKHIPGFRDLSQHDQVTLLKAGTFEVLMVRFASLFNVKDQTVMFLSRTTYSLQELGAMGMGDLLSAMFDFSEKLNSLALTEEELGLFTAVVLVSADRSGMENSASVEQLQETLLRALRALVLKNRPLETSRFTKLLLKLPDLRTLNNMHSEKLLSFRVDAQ
FXN GAA850 act = increases GAA850 frataxin promoter reporter activity. HEK293 lucGAA850 FXN promoter luciferase reporter, 24 h; percent of 10 µM SAHA response. activation, % at 6 µM. 360,000 compounds, 0.56% hits. AID 540364;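 active = activation above the average of all compounds screened plus 3 SD, cutoff fixed separately per campaign, cut at about 7.5% in these data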;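 also: 0% = DMSO wells and 100% = 10 µM SAHA wells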
hcDAF12 agonist = activators of H. contortus DAF-12 nuclear receptor; AID 652067; HEK293 hcDAF-12 lit1-tk-luc reporter, luminescence; 0% DMSO, 100% Δ7-dafachronic acid; activation, % at 6.8 µM; 370,000 compounds, 1.4% hits;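 active = activation above the mean of all tested compounds plus 3 SD, cut at about 5.5% in these data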;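 also: 100% = response to 3 µM Δ7-dafachronic acid high control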
* marks the source's active call; other numbers are inactive results; nt = no result given; & = joins results of further samples.

[1] Cc1ccc2nc(Nc3nc(-c4ccccc4)cc(=O)[nH]3)nc(C)c2c1
[2] O=C(CN1C(=O)NC2(CCCC2)C1=O)Nc1cc(Cl)ccc1N1CCCCC1
[3] CCCCCCC[C@@H](C/C=C/CCC(=O)N(C)C/C(=C/Cl)C/C(=C\C(=O)N1CC(OC)=CC1=O)OC)OC
[4] COc1ccc(Sc2cnn(-c3ccccc3)c(=O)c2Cl)cc1
[5] CCC1(CC)NC(=O)N(CC(=O)OC(C)C(=O)Nc2ccc(NC(C)=O)cc2)C1=O (stereo unspecified)
[6] O=C(NCc1ccco1)c1c(F)cccc1Cl
[7] COC(=O)C1=C(C(=O)OC)C2(OC1c1ccc(Br)cc1)C(=O)c1ccccc1C2=O (stereo unspecified)
[8] O=C(CSc1nc2ccccc2[nH]1)N/N=C/c1ccco1
Screen / compound no.	1	2	3	4	5	6	7	8
SMARCA2 act	-2	0	7	-2	-5	-1	-3	1
PG9 binder	0.6	-2.5	-0.9	3.3	1.2	0.4	1.1	-0.8
DAX1 inh-1	0.2	-1.7	19*	-0.7	1.4	0.4	-0.3	0.1
HGIII-sPLA2 inh	2	-5	-9	0	7	3	-19	-6
ssDAF12 agonist	-1.1	-1.3	0.0	-0.8	-1.0	-1.1	-0.6	-0.5
DAX1 inh-2	2.4	0.0	2.7	0.7	-0.7	0.5	2.9	0.6
hgDAF12 agonist	0.6	1.1	-12	-2.2	2.2	0.4	0.8	4.0
PLC-beta3 inh	1	-2	1	-10	-7	0	-1	-5
Rev-erbA mod	-24	-8	-5	3	5	-5	12	4
FXN GAA850 act	2.7	1.0	6.2	1.7	-1.4	3.0	1.3	0.9
hcDAF12 agonist	0.9	2.6	-0.5	0.4	-0.3	-1.6	-0.6	2.6

[9] COc1ccc(OCc2nn3c(-c4ccccn4)nnc3s2)cc1
[10] CCCC(NCC(O)COc1ccc(-c2ccccc2)cc1)c1ccccc1 (stereo unspecified)
[11] Cc1ccc(S(=O)(=O)NC(=O)C2(C)CCN2C(=O)Cc2ccc(C(C)(C)C)cc2)nc1 (stereo unspecified)
[12] Cc1ccc(NNC(=O)c2ccno2)cc1Cl
[13] CC(C)CCNC(=O)Cc1ccccc1[N+](=O)[O-]
[14] CCCOC(=O)CSc1nc(N)c(C#N)c(CC)c1C#N
[15] COc1ccccc1C(=O)NC(=O)COC(=O)c1ccc(C)o1
[16] COc1ccc(-n2nnnc2-c2cnc3cc4c(cc3c2C)OCO4)cc1
Screen / compound no.	9	10	11	12	13	14	15	16
SMARCA2 act	-2	-9	2	1	0	-2	-1	-3
PG9 binder	0.9	-1.3	-2.1	-1.9	0.9	-0.7	1.0	-0.5
DAX1 inh-1	-1.5	-2.5	0.0	0.6	1.2	-0.8	-0.5	-0.6
HGIII-sPLA2 inh	-2	-27	-1	9	3	-1	2	5
ssDAF12 agonist	-1.4	-1.8	-1.2	-1.4	-0.2	-1.6	-1.0	-1.0
DAX1 inh-2	-0.1	-1.7	nt	0.6	1.1	0.4	-0.7	0.0
hgDAF12 agonist	0.3	-1.2	0.3	-1.6	0.9	-0.8	1.2	1.4
PLC-beta3 inh	3	-1	-5	-5	5	-11	-5	2
Rev-erbA mod	-3	4	0	0	-3	7	-10	0
FXN GAA850 act	2.2	1.6	-0.4	-1.1	2.8	-2.9	1.3	0.7
hcDAF12 agonist	-2.0	1.8	1.1	-0.8	4.9	-1.9	-1.1	-1.5

The list goes on; the last 3 above are carried over.
[14] CCCOC(=O)CSc1nc(N)c(C#N)c(CC)c1C#N
[15] COc1ccccc1C(=O)NC(=O)COC(=O)c1ccc(C)o1
[16] COc1ccc(-n2nnnc2-c2cnc3cc4c(cc3c2C)OCO4)cc1
[17] CCOC(=O)C1=C(N)OC2=C(C(=O)CCC2)C1c1cccs1 (stereo unspecified)
[18] O=C(OCc1cc([N+](=O)[O-])cc2c1OCOC2)c1cccnc1SC(F)F
[19] CCN(C1CCS(=O)(=O)C1)S(=O)(=O)c1ccc(Cl)s1 (stereo unspecified)
[20] COc1n[nH]c(C(=O)Nc2cc(Cl)ccc2Cl)c1[N+](=O)[O-]
[21] CCC(=O)Nc1ccc(Cl)c(NC(=O)c2cccnc2)c1
[22] Cn1c(=O)c2cc(NC(=O)NCc3ccccc3)ccc2n1C/C=C/c1ccccc1
[23] O=C(Nc1ccc(CN2CCOCC2)cc1)c1ccc(-c2ccc(Br)cc2)o1
[24] COc1cccc(NC(=S)NNC(=O)c2ccccc2OC(F)F)c1
Screen / compound no.	14	15	16	17	18	19	20	21	22	23	24
SMARCA2 act	-2	-1	-3	3	-3	-3	2	-1	1	-4	-3
PG9 binder	-0.7	1.0	-0.5	0.2	1.0	1.1	-1.8	0.0	2.0	0.9	-2.0
DAX1 inh-1	-0.8	-0.5	-0.6	0.7	1.5	0.3	0.3	0.1	1.3	-2.2	0.1
HGIII-sPLA2 inh	-1	2	5	-6	10	5	-6	1	-14	-7	25*
ssDAF12 agonist	-1.6	-1.0	-1.0	-1.2	-0.5	-1.0	0.5	-1.7	-0.8	-2.5	-1.6
DAX1 inh-2	0.4	-0.7	0.0	-0.2	0.8	1.6	-0.7	0.0	nt	-1.6	-1.0
hgDAF12 agonist	-0.8	1.2	1.4	1.1	1.7	1.0	-1.8	1.6	11*	-4.2	2.6
PLC-beta3 inh	-11	-5	2	-5	-5	6	4	-1	-283	-20	1
Rev-erbA mod	7	-10	0	4	4	2	2	2	0	-1	4
FXN GAA850 act	-2.9	1.3	0.7	2.0	0.9	-0.1	-0.1	-0.4	-4.7	1.4	2.0
hcDAF12 agonist	-1.9	-1.1	-1.5	-1.4	0.3	-1.8	1.0	-0.8	1.1	-2.2	-0.4

Single records, from the list above.
CCC(=O)Nc1ccc(Cl)c(NC(=O)c2cccnc2)c1 is entered as SMARCA2 act = -1; PG9 binder = 0.0; DAX1 inh-1 = 0.1; HGIII-sPLA2 inh = 1; ssDAF12 agonist = -1.7; DAX1 inh-2 = 0.0; hgDAF12 agonist = 1.6; PLC-beta3 inh = -1; Rev-erbA mod = 2; FXN GAA850 act = -0.4; hcDAF12 agonist = -0.8
Cn1c(=O)c2cc(NC(=O)NCc3ccccc3)ccc2n1C/C=C/c1ccccc1 is entered as SMARCA2 act = 1; PG9 binder = 2.0; DAX1 inh-1 = 1.3; HGIII-sPLA2 inh = -14; ssDAF12 agonist = -0.8; DAX1 inh-2 = nt; hgDAF12 agonist = 11*; PLC-beta3 inh = -283; Rev-erbA mod = 0; FXN GAA850 act = -4.7; hcDAF12 agonist = 1.1

Next section.
[25] CCN(CC)C(=O)CSc1nc2cc3c(cc2c(=O)n1CCCC(=O)NCc1ccc(OC)cc1)OCO3
[26] CCCc1cc(=O)[nH]c(SCc2ccccc2)n1
[27] O=C(COC(=O)c1ccco1)Nc1ccc(Cl)cn1
[28] CN(C(=O)C1CCN(c2ncnc3c2nc2n3CCCCC2)CC1)C1CCCCC1
[29] O=C(Nc1cc(S(=O)(=O)N2CCCCC2)ccc1O)c1ccccc1NS(=O)(=O)c1ccc(F)cc1
[30] COc1ccc(Cc2n[nH]c(=O)c3ccccc23)cc1OC
[31] Cc1ccc(CN2CCN(Cc3cccc(C)n3)CC2CCO)cc1 (stereo unspecified)
[32] O=C(N/N=C\c1cccnc1)C1c2ccccc2Oc2ccccc21
Screen / compound no.	25	26	27	28	29	30	31	32
SMARCA2 act	0	2	-4	3	-2&-4	-4	-1	-1
PG9 binder	-1.4	-0.1	0.2	-2.1	-2.2&-0.9	0.4	-2.3	-2.8
DAX1 inh-1	-0.9	-0.3	0.0	-0.1	-0.8&0.1	0.0	-0.1	-0.5
HGIII-sPLA2 inh	-1	-2	12	-2	-46&-51	5	3	-3
ssDAF12 agonist	-1.4	-1.1	0.5	-1.6	-0.9&-1.2	-0.9	-0.5	-1.4
DAX1 inh-2	-0.4	-1.6	1.2	0.3	0.0&-1.1	-1.0	1.4	0.1
hgDAF12 agonist	1.1	-1.9	0.4	-2.9	-0.4&0.2	-1.2	1.0	2.0
PLC-beta3 inh	-1	-2	-2	-4	-90&-76	6	-2	2
Rev-erbA mod	3	1	-1	6	6&4	2	0	-2
FXN GAA850 act	0.8	2.3	0.9	0.2	-1.2&0.0	2.4	-1.6	0.6
hcDAF12 agonist	-1.4	-2.2	0.1	-3.6	-0.3&-1.8	0.0	-1.4	-1.7

[33] CCOC(=O)c1c(C)oc2c1cc(O)c1ccccc12
[34] CCOc1ccc(/C=C2\SC(=S)N(CCCC(=O)NCCCN3CCOCC3)C2=O)cc1
[35] CCC(C)NC(=O)C(=O)NCc1ccncc1 (stereo unspecified)
[36] COc1ccc(C(=O)COC(=O)c2cnc(C)cn2)c(OC)c1
[37] Cc1ccc2nc(NC(=O)CN3C(=O)NC4(CCCC4)C3=O)sc2c1
[38] Cc1nc(N2CCOCC2)[nH]c(=O)c1C
[39] COc1ccccc1NC(=O)C(=O)NCc1ccncc1
[40] CNCc1ccccc1Sc1cccc2ccccc12
Screen / compound no.	33	34	35	36	37	38	39	40
SMARCA2 act	8.1*	-9	0	-6	5	-2	1	-6
PG9 binder	-1.3	0.9	-0.5	-0.2	1.1	0.0	-0.6	1.5
DAX1 inh-1	2.6	-0.9	0.0	0.2	1.0	0.2	0.2	-1.7
HGIII-sPLA2 inh	-11	-2	1	15	-4	1	4	8
ssDAF12 agonist	3.1*	-2.7	-1.1	-1.4	-1.3	-0.6	-1.4	-1.8
DAX1 inh-2	3.9	-1.2	-1.3	0.0	1.2	0.6	1.0	-1.4
hgDAF12 agonist	17*	-14	1.1	-0.6	3.6	0.7	-1.8	-1.9
PLC-beta3 inh	-8	-10	3	-6	3	1	4	2
Rev-erbA mod	5	-8	-1	-8	4	-6	4	5
FXN GAA850 act	6.7	-17	0.7	1.4	2.3	2.4	0.9	-0.9
hcDAF12 agonist	13*	-8.1	-2.4	1.2	-1.1	0.6	-0.3	-1.1

Source: PubChem (several laboratories)
